GALK inh: inhibitors of human galactokinase | P51570 | Purified GALK, Kinase-Glo residual ATP luminescence | Potency, µM (doses to about 57.5 µM), without a hit: top-dose activity change, negative = inhibition, hits mostly inhibitors | 270,000 tested, 0.007% active; also: potency is read from the fitted curve at half-maximal effect; % is scaled to controls: 0 for no effect and ±100 for the full control effect
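GALK at 5 nM final was combined with compound, 35 uM ATP and 100 uM galactose in HEPES pH8.0 with MgCl2 and DTT. The reaction ran one hour at room temperature before luminescent ATP detection.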
PKM2 activator: increases activity of human pyruvate kinase M2; purified PKM2, Kinase-Glo ATP luminescence, activation; response scale: 0% is enzyme alone, no compound; Potency, µM (highest dose often 57.5 µM), for inactives: top-dose activation, most hits filed as activators; 260,000 tested, 0.34% active; also: potency is read from the fitted curve at half-maximal effect; % is scaled to controls: 0 for no effect and ±100 for the full control effect; nearly all actives have a fitted effect of over 55% in size
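hPK-M2, >95% pure; 0.1 mM ADP / 0.5 mM PEP final; imidazole pH7.2 buffer w/ 7 mM MgCl2, 50 mM KCl; 1 h RT; Kinase-Glo lum. Intermediate enzyme activity for dual inhibitor/activator qHTS.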
ASM inhibitor: inhibitors of human secretory acid sphingomyelinase; AID 504937; Potency, µM (titrated, usually from 57.5 µM), for inactives: at the top dose activity change, negative = inhibition, hits mostly inhibitors; placental ASM, HMU-PC fluorogenic substrate, 60 min; 340,000 tested, 0.006% active; also: potency is read from the fitted curve at half-maximal effect
Target sequence (P17405 47-631 limits assumed): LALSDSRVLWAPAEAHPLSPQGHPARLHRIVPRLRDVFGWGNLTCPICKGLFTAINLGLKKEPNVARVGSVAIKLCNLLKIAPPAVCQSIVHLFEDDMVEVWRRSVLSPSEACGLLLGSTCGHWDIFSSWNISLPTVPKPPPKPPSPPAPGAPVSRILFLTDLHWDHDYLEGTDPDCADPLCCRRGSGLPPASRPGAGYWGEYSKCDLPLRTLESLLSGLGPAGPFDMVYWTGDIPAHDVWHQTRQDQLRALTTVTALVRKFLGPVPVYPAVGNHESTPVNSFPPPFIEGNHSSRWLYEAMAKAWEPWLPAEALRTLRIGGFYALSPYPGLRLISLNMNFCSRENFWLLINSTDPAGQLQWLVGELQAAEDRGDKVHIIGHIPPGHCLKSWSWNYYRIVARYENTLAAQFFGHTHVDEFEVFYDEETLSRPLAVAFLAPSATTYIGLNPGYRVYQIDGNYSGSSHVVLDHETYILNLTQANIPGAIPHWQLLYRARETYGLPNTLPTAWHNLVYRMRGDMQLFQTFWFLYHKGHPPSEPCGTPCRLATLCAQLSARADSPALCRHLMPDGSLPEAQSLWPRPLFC
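Human placenta-derived ASM preincubated with compound 10 min at room temperature, then reacted with 9 uM (final) fluorogenic HMU-PC substrate for 60 min at 37 C. Stop solution raises pH to 10; fluorescence read at Ex 386/Em 447 nm.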
FBPA coupling cs: coupling enzyme interference in Giardia aldolase counter-screen; coupling enzyme system counterscreen, AmpLite Red fluorescence; activity change, negative = inhibition, % at 58.2 µM, hits read low; 290,000 tested, 0.67% active; in the data active = activity change below about -30%; also: % is scaled to controls: 0 for no effect and ±100 for the full control effect
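Counterscreen of the coupled detection system alone, without aldolase: glyceraldehyde-3-phosphate coupling enzymes plus AmpLite Red readout. Compounds at 57.5 uM final, 10 min RT preincubation, 20 min RT reaction, fluorescence 525/598 nm.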
PTAP TSG101 blk: blocks PTAP/TSG101 interaction to inhibit HIV-1 budding; Fluorescence polarization, FITC-PTAP peptide / Tsg101 binding; 340,000 tested, under 10 active; Potency, µM (highest dose often 115 µM), for inactives: at the top dose activity change, negative = inhibition, actives largely listed as inhibitors; active = well fitted inhibition curve with a large enough effect in the main read-out, with a control signal flat, not every such curve was filed as active; inconclusive = small, poorly fitted or top-dose-only effect, or effect the other way, or a change in a side signal; inactive = no such curve, though single readings can be large or run the other way; also: potency is read from the fitted curve at half-maximal effect; % of control where 0% means no effect
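FP read-out: FITC-PTAP peptide, 50 nM final, binding Tsg101 binding domain, 10 uM final; 20 min, r.t.; 10 mM HEPES pH 7.5, 0.15 M NaCl, 0.01% Tween 20, 3 mM EDTA, 0.1 mM TCEP.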
Menin-MLL TR inh: menin-MLL binding inhibition, Texas Red mutant peptide; AID 1768; Potency, µM (top dose mostly 61.6 µM), for the others: at the top dose FP activity change, negative = inhibition, actives largely listed as inhibitors; Menin + Texas Red MLL mutant peptide, fluorescence polarization; 270,000 tested, 0.23% active; O00255; active = well fitted inhibition curve with a large enough effect in the polarisation, with a control signal flat, not every such curve was filed as active; inconclusive = small, poorly fitted or top-dose-only effect, or effect the other way, or a change in a side signal; inactive = no such curve, though single readings can be large or run the other way; the % refers to the polarisation; also: potency is read from the fitted curve at half-maximal effect; % of control where 0% means no effect; many of its hits are not listed in these tables
a7 integrin act: activators of alpha7 integrin expression for muscular dystrophy; alpha7betagal myoblasts, beta-gal FDG fluorescence, 48 h; Potency, µM (series often up to 38.3 µM), for inactives: top-dose activation, hits mostly activators; 350,000 tested, 0.064% active;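 also: potency is read from the fitted curve at half-maximal effect; 100% = response of the positive control SU9516; nearly all actives have a fitted effect of over 60% in size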
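alpha7betagal+/- myoblasts (passage 13, 250/well) treated 48 h at 37C with compounds at 1:260 dilution of DMSO stock. Lysed, then beta-galactosidase activity read as FDG fluorescence (ex 480/em 540) after 30 min, with pre-read for autofluorescence.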
Chronic BCR inh: inhibitors of chronic active B-cell receptor signaling; ABC-DLBCL IkBa-CBG/CBR reporter, luminescence ratio, 4 h; Potency, µM (series often up to 46.1 µM), for inactives: at the top dose ratio change, negative = lower green/red ratio, hits mostly inhibitors; 340,000 tested, 0.05% active; AID 493014; active = well fitted inhibition curve with a large enough effect in the signal ratio, with a control signal flat, not every such curve was filed as active; inconclusive = small, poorly fitted or top-dose-only effect, or effect the other way, or a change in a side signal; the % refers to the signal ratio;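 also: potency is read from the fitted curve at half-maximal effect; plate controls were basal doxycycline-induced cells for no effect and cells given 10 µM MG132 for full effect; MG132 reads +100%, hits lower the ratio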
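Compounds up to 46 uM were incubated four hours with TMD8 cells whose green CBG68 luciferase is fused to IkappaBalpha; red CBR luminescence normalised the signal, and concentration-effect curves were fitted to fusion, red and ratio data.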
Giardia kill: kills Giardia lamblia; Giardia lamblia trophozoite viability; activity change, % at 7.66 µM, hits read low; 340,000 tested, 0.15% active; AID 540267; in the data active = activity change below about -80%; inconclusive = between about -30% and that limit;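 also: parasites exposed to compound for two days anaerobically before the ATP read; % is scaled to controls: 0 for no effect and ±100 for the full control effect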
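Luminescence from cellular ATP indicates surviving trophozoites (100 cells/well) following 48 hrs anaerobic compound treatment at 37 deg C; signal develops 15-30 min at room temperature.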
B2AR arrestin: agonists driving beta-arrestin recruitment to human beta2-adrenergic receptor; beta-arrestin recruitment to beta2AR, cell-based reporter; Potency, µM (top dose mostly 46.1 µM), for inactives: top-dose activation, actives largely listed as activators; 330,000 tested, 0.02% active; AID 492947;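 also: potency is read from the fitted curve at half-maximal effect; 0% = DMSO controls and full agonism = EC100 isoproterenol or metaproterenol; nearly all actives have a fitted effect of over 65% in size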
Target sequence (P07550 whole entry, looked up): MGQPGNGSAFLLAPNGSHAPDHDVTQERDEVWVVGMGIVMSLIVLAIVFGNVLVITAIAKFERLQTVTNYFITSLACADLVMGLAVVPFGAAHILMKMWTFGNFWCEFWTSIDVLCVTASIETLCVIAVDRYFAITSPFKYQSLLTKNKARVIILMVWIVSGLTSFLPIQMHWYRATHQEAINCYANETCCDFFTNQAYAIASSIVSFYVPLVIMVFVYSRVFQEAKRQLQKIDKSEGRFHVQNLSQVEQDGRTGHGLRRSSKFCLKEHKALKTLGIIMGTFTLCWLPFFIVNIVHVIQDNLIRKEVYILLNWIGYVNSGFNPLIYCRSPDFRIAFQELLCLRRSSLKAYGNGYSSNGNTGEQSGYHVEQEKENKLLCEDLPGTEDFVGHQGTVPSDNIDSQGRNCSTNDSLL
Tb PFK inh: blocks T. brucei phosphofructokinase. T. brucei PFK, ADP-Glo luminescence. Potency, µM (top dose mostly 57.5 µM), for inactives: at the top dose activity, negative = inhibition, actives largely listed as inhibitors. 330,000 tested, 0.17% active. AID 485367;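 also: potency is read from the fitted curve at half-maximal effect; 0% = uninhibited 1x PFK enzyme wells and -100% = no-enzyme wells; nearly all actives have a fitted effect of over 60% in size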
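ADP-Glo luminescence quantified ADP after 45 min at room temperature, with 1.25 nM T. brucei PFK, 0.1 mM ATP and 0.5 mM fructose-6-phosphate in pH 8.0 TEA buffer. qHTS titrations up to 57 µM; curves classified by quality.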
The depositor's hits bear a star; ? = inconclusive; nt = no result given; [ ] = dose if it differs, or a comment. Unless noted, calls follow the shape of the dose curve; as a rule, active = well fitted curve in the direction sought with a large enough effect; inconclusive = small, poorly fitted or top-dose-only effect, or another doubt; inactive = no such curve, though single readings can be large; an effect the other way counts as inactive or inconclusive. Some of the compounds tested. The share of hits here may be higher or lower than overall.

SMILES	GALK inh	PKM2 activator	ASM inhibitor	FBPA coupling cs	PTAP TSG101 blk	Menin-MLL TR inh	a7 integrin act	Chronic BCR inh	Giardia kill	B2AR arrestin	Tb PFK inh
Cc1nn(CC(=O)NCCCN2CCC(N3CCCCC3)CC2)c(=O)c2cc(-c3ccccc3)nn12	-2%	-13%[0.46 µM]	-1%	0	-2%	-7%	-61%[inhibitor]	-9%	2	0.0%	2%
COC(=O)N/N=C/c1ccc(OC(=O)/C=C/c2ccco2)cc1	-2%	-3%	-1%	2	-1%	nt	12%	4%	15	6.3%	?
Cc1cc(NC(CC(C)C)C(=O)O)nc(Cc2ccccc2)n1 (stereo not given)	3%	-15%	3%	1	-2%	-18%	-12%	9%	-11	-0.8%	-1%
O=C1c2ccncc2C(=O)N1CO	0%	-7%	2%	3	2%	5%	8%	5%	-3	-0.1%	-1%
CC[C@@]12C(=O)N(c3cccc(F)c3)C(=O)N1[C@H](c1cccc(C)c1)[C@@H]1C(=O)N(Cc3ccccc3)C(=O)[C@@H]12	nt	-1%	8%	-2	-4%	12%	15%	?	-5	-0.4%	-8%
Oc1ccc(-c2cnc(-c3ccc(O)cc3)nc2)cc1	-2%	nt	-1%	-1	1%	?	7%	?	?	0.2%	4%
Cc1noc(/C=C/N(C)C)c1S(=O)(=O)N1CCCC(C(=O)NCCC2=CCCCC2)C1 (stereo not given)	nt	5%	5%	1	-6%	-4%	-3%	?	-22	-0.6%	0%
COc1ccc(-c2n[nH]c(=S)n2N)c(OC)c1	0%	2%	-2%	0	-1%	-5%	-15%	1%	9	-1.0%	-4%
Cn1c(=O)c(=O)n(C)c2cc(N3CCOCC3)c(NS(=O)(=O)c3ccc(F)c(Cl)c3)cc21	6%	nt	-1%	3	1%	13%	?	-8%	-16	0.5%	1%
CCc1ccc(N=CC2=C(O)CC(c3ccco3)CC2=O)cc1 (stereo not given)	2%	0%	38%[activator]	-3	1%	?	6%	?	6	0.2%	-8%
N/C(=N\OC(=O)CCc1ccccc1)c1ccccc1Cl	1%	-13%	2%	4	-2%	1%	10%	?	-11	0.2%	-1%
CCOP(=O)(OCC)C(Nc1cccc(C)c1)c1ccc(F)cc1 (stereo not given)	3%	0%	4%	4	-2%	6%	0%	2%	6	0.2%	0%
S=c1[nH]nc(-c2ccccn2)n1/N=C/c1ccco1	5%	-4%	3%	4	0%	nt	?	?	0	0.2%	-7%
Cc1ccc(-c2noc(CNCCCN(C)C)n2)cc1	2%	-4%	5%	0	-2%	-11%	-17%	1%	12	0.3%	3%
O=C(CCC(=O)N1CCSc2ccccc21)NCc1cccc(Cl)c1	nt	6%	2%	0	-1%	-4%	-14%	-2%	-8	0.2%	1%
CSc1nc2ccccc2n1CC(=O)Nc1ccccc1	3%	-3%	-1%	-1	1%	3%	-12%	-1%	7	4.9%	0%
CCOC(=O)CSc1nc2ccccc2n1C(=O)OCC	-1%	1%	0%	1	1%	-24%	4%	?	?	-0.1%	-5%
O=C(CN1CCc2cc3c(cc2C1)OCCCO3)Nc1cccc([N+](=O)[O-])c1	0%	-3%[0.46 µM]	-9%	-11	-2%	-19%	7%	?	7	-0.4%	1%
CCCC(c1nnnn1CS(=O)(=O)c1ccc(C)cc1)N1CCN(CC)CC1 (stereo not given)	-3%	-6%	3%	2	-4%	-5%	-64%[inhibitor]	?	-10	0.3%	2%
CCC(=O)OCCn1c(=O)c2cc3c(=O)n(CCOC(=O)CC)c(=O)c3cc2c1=O	1%	4%	1%	2	-5%	5%	6%	6%	8	-0.4%	-5%
Cc1ccc(Oc2ccc(OCC(=O)NC3CCS(=O)(=O)C3)cc2)cc1 (stereo not given)	-3%	nt	-2%	-2	-11%	17%	-20%	1%	-18	-0.1%	-20%
CCCc1cc(=O)oc2cc(C)cc(OC(C)C(=O)NCCCn3ccnc3)c12 (stereo not given)	0%	-5%	1%	3	0%	7%	-18%	10%	-20	0.4%	1%
CCC1CCCCN1CCCNC(=O)COc1cc(=O)n(C)c2ccccc12 (stereo not given)	0%	-11%	-2%	-1	-2%	-2%	6%	-13%	-7	-0.2%	1%
Cc1nc2nc(SCC(=O)c3cccc([N+](=O)[O-])c3)[nH]c2cc1Br	0%	6%	-4%	-11	-3%	?	0%	?	-6	-0.3%	8%
NC(=O)C1Cc2ccccc2CN1S(=O)(=O)c1ccc(Cl)s1 (stereo not given)	1%	-1%	0%	-2	-1%	-15%	-2%	-1%	-11	-0.4%	1%
N#CC(C(=O)NCc1ccco1)c1nc2ccccc2nc1N1CCOCC1 (stereo not given)	-2%	7%	-6%	-12	-10%	-7%	-12%	?	2	-0.2%	0%
COC(=O)c1ccccc1NC(=O)C1CCCCC1C(=O)O (stereo not given)	1%	0%	7%	3	-6%	-18%	3%[7.66 µM]	4%	-11	0.0%	1%
CC1(C)SC2c3ccccc3C(=O)N2[C@@H]1C(=O)NCc1ccco1 (stereo not given in full)	0%	-3%	-7%	-1	-2%	-1%	-8%	3%	-5	-2.9%	-7%
c1ccc(-c2onc3c2CCCC3)cc1	1%	8%	0%	4	3%	2%	-1%	16%	5	-0.5%	0%
COc1ccc(N2CCN(C(=O)COC(=O)Cc3c(F)cccc3Cl)CC2)cc1	nt	nt	0%	nt	-10%	nt	-7%	?	-26	0.1%	-2%

The last 2 entries of the section before lead into the next:
SMILES	GALK inh	PKM2 activator	ASM inhibitor	FBPA coupling cs	PTAP TSG101 blk	Menin-MLL TR inh	a7 integrin act	Chronic BCR inh	Giardia kill	B2AR arrestin	Tb PFK inh
c1ccc(-c2onc3c2CCCC3)cc1	1%	8%	0%	4	3%	2%	-1%	16%	5	-0.5%	0%
COc1ccc(N2CCN(C(=O)COC(=O)Cc3c(F)cccc3Cl)CC2)cc1	nt	nt	0%	nt	-10%	nt	-7%	?	-26	0.1%	-2%
Cc1onc(-c2ccc(Cl)cc2)c1-c1ccnn1S(=O)(=O)c1ccc(Cl)cc1	4%	-1%	0%	0	0%	nt	3%	8%	11	-0.2%	0%
COc1cccc(/C=N/NC(=O)c2ccc(=O)[nH]n2)c1O	-2%	-10%	3%	-1	-3%	nt	-25%	?	4	-0.6%	-1%
Cc1ccc(-c2csc3ncnc(N4CCN(C(=O)c5ccco5)CC4)c23)cc1	nt	nt	-7%	nt	1%	nt	34%	1%	-5	-0.2%	1%
CC(NC(=O)c1ccccc1)C(=O)NNC(=O)c1ccccc1Cl (stereo not given)	nt	nt	-1%	nt	-2%	nt	15%	0%	-26	-0.3%	0%
O=C(O)CCCC(=O)Nc1cc([N+](=O)[O-])ccc1O	0%	2%	-3%	-1	-15%	-1%	?	2%	11	-0.6%	1%
CCCOc1cc(C)c(S(=O)(=O)n2nnc3ccccc32)cc1C	1%	-1%	-6%	9	-4%	-2%	21%	14%	-5	-0.2%	-3%
Cc1ccc(C(=O)N/N=C/c2ccc3c(c2)OCO3)o1	nt	-39%	1%	0	-3%	-10%	-17%	?	5	-0.3%	1%
C#CCOCCOCCOCCNc1nc(N2CCN(C(=O)[C@H]([C@@H](C)CC)n3cc([C@@H](N)CO)nn3)CC2)nc(N2CCN(C(=O)[C@H](CCCCN)n3cc([C@@H](N)CO)nn3)CC2)n1	nt	nt	-7%	nt	-3%	nt	18%	4%	14	0.1%	3%
CC(C)c1ccc(Nc2ncccc2C#N)cc1	0%	-19%	-7%	0	-3%	-11%	13%	?	9	-0.6%	-3%
CCc1cccc(NC(=O)CCC(=O)O)c1	1%	7%	-4%	2	-1%	0%	4%	?	6	-1.6%	6%
Cn1c(=O)c2c(nc(CN3CCC(C(N)=O)CC3)n2CCc2ccccc2)n(C)c1=O	-1%	1%	1%	4	-1%	5%	-6%	1%	5	0.0%	-8%
Cc1ccc(S(=O)(=O)N2CCOCC2)cc1NC(=O)COC(=O)C1=COCCO1	nt	nt	0%	nt	-7%	nt	-3%	?	-18	-0.1%	5%
CCCCC(CC)C1OCC(CN2CCCC2)O1 (stereo not given)	2%	-1%	3%	2	-6%	0%	12%	?	34[activator]	0.3%	-3%
CCOC(=O)CNC(=O)Cn1cnc2c(cnn2-c2ccc(C)cc2)c1=O	-4%	1%	-2%	0	1%	13%	15%	1%	2	-0.4%	-2%
CCCCn1c(=O)c(CCC(=O)OCC(=O)Nc2ccc(C)c(Cl)c2)nc2ccccc21	1%	1%	nt	2	nt	-1%	nt	1%	nt	-0.3%	0%
